Assay outcomes (PubChem BioAssay)
human PMI inhibition: inhibitors of human PMI, primary screen, biochemical, fluorescence intensity, coupled assay (AID 1209) | purified PMI enzyme, coupled fluorescence intensity; higher % means a stronger effect | inhibition, % at 20 µM; hits with a dose series show IC50 in µM | hit rate 0.42% among 190,000;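 further: plate controls were DMSO vehicle for no effect and wells lacking substrate for full effect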
AID2073: disruptors of CaV2.2 binding to Mint1 – biochemical, HTRF (AID 2073). hit rate 0.19% among 290,000. HTRF protein-protein interaction, Mint1-CaV2.2; higher % means a stronger effect. inhibition, % at 20 µM, or IC50 in µM where a hit was titrated; in the data active means inhibition mostly above about 51%, no sharp cut-off; inconclusive means no clear call, values can overlap the other calls; inactive means mostly below about 53%; further: some results filed as inactive read as strong as hits
human PMI inhibitors: MPI inhibition at elevated mannose 6-phosphate – biochemical, fluorescence intensity, high mannose 6-phosphate, primary screen (AID 1220) | recombinant PMI enzyme, coupled fluorescence intensity; higher % means a stronger effect | inhibition, % at 20 µM, or IC50 in µM where a hit was titrated | hit rate 0.66% among 190,000
SIAH1 antagonists: blockers of Siah-1 interaction with plectin peptide – biochemical, fluorescence polarization, rhodamine-plectin, uHTS, primary screen (AID 1817); Siah-1 / rhodamine-plectin peptide fluorescence polarization; higher % means a stronger effect; displacement, % at 20 µM, or IC50 in µM where a hit was titrated; hit rate 0.02% among 290,000;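 active means displacement of at least 50% at 20 µM, with a fluorescence ratio check between 0.3 and a set limit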;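 further: plate controls were Siah plus tracer with DMSO for no effect and tracer alone without Siah for full effect; strong numbers were not always called active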
LYP phosphatase: inhibitors of LYP phosphatase, biochemical, fluorescence intensity, uHTS (AID 1779) | recombinant LYP phosphatase, fluorescence intensity; higher % means a stronger effect | inhibition, % at 11.5 µM, or IC50 in µM where a hit was titrated | hit rate 0.054% among 290,000;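 further: plate controls were vehicle with enzyme for no effect and no enzyme for full effect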
P. falciparum M1AAP: P. falciparum M1AAP inhibitors, biochemical, fluorogenic H-Leu-NHMec substrate, 1536-well (AID 1445); recombinant M1AAP, H-Leu-NHMec fluorogenic kinetic assay; higher % means a stronger effect; inhibition, % at 30 µM, or IC50 in µM where a hit was titrated; hit rate 0.42% among 220,000;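 active means primary inhibition above the hit cutoff, then over 50% inhibition at one or more dose response concentrations, cut at about 23% in these data, passing the limit was not always enough; inconclusive means conflicting primary data, or primary hits not chosen for dose response; inactive means low primary inhibition, or under 50% at every dose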;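 further: plate controls were DMSO full reaction for no effect and no enzyme background for full effect; strong numbers were not always called active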
Dynein cargo inh: dynein cargo transport inhibition; hit rate 0.47% among 220,000; z-score, hits read low; 3617.4 mouse cells, GR-EGFP nuclear translocation imaging; test concentration mostly 20 µM; stimulated with dexamethasone, 1 µM; hits give low values;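 active means plate z-score of nuclear minus cytoplasmic receptor signal below a set negative limit, without overly bright fluorescence or cell loss, cut at about -3.5 in these data, passing the limit was not always enough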;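 further: z-score of nuclear minus cytoplasmic ring GR-EGFP intensity difference per well; some compounds called inactive have numbers as strong as hits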
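Buffer or medium – tet-free medium with charcoal-stripped serum · Signal – automated 10x imaging of fixed Hoechst-stained cells · Also added – dexamethasone agonist, 1.0 µM final, for 30 min · Incubation – induction 48 h, compound 1 h, agonist 30 min · Read-out – GR-EGFP nuclear translocation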
P. falciparum M17LAP: P. falciparum M17LAP inhibitors, primary screen, biochemical, fluorogenic H-Leu-NHMec substrate, 1536-well (AID 1619). recombinant M17LAP, H-Leu-NHMec fluorogenic kinetic assay; higher % means a stronger effect. one-dose inhibition, % at 30 µM; IC50 in µM for titrated hits. hit rate 0.38% among 220,000;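 active means compound inhibiting the enzyme by more than half at any dose during confirmatory dose-response retesting; inconclusive means strong single-dose inhibitors picked by rank but not retested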;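 further: plate controls were full reaction with DMSO carrier for no effect and no enzyme background for full effect; strong numbers were not always called active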
XIAP antagonists: XIAP antagonists, biochemical, IAP family, fluorescence polarization (AID 1018); XIAP BIR domain, fluorescence polarization peptide displacement; higher % means a stronger effect; hit rate 0.007% among 200,000; one-dose displacement, % at 20 µM; IC50 in µM for titrated hits; in the data active means displacement above about 50%; further: a part of the inactive calls stands beside numbers as strong as those of hits
Dynein cargo inh cytoplasmic EGFP: further read-out of Dynein cargo inh, marked with its call; z-score; measured here: cytoplasmic GR-EGFP intensity; hits give high values
Dynein cargo inh nuclear GR-EGFP: recorded beside Dynein cargo inh, whose call it bears; z-score; measured here: nuclear GR-EGFP intensity;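 lower value marks the stronger effect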
Dynein cargo inh cell count: recorded beside Dynein cargo inh, whose call it bears; z-score; measured here: cell count per field
Numbers without * were called inactive; ? = inconclusive; · = not tested or not shown. Unless noted, no stated cut-off is given here; in the data, active means inhibition above about 50%; inactive means the rest.

SMILES | human PMI inhibition | AID2073 | human PMI inhibitors | SIAH1 antagonists | LYP phosphatase | P. falciparum M1AAP | Dynein cargo inh | Dynein cargo inh cytoplasmic EGFP | Dynein cargo inh nuclear GR-EGFP | Dynein cargo inh cell count | P. falciparum M17LAP | XIAP antagonists
CN(C)c1ccc(/C=C2\SC(=O)N(CCc3nnc(N)s3)C2=O)cc1 | · | 37% | · | -7% | -2% | 6% | 1.8 | 1.4 | 2 | -1.6 | -5% | ·
CC(Sc1ccc2c(c1)OCCO2)C(=O)Nc1ccc(N2CCOCC2)cc1 (stereo unspecified) | 16% | -9% | 19% | -3% | -6% | 2% | -0.036 | -0.37 | -0.035 | -0.3 | -1% | -16%
CC1(C)CC(=O)C2=C(C1)N(CC1CCCO1)C(=O)C2(O)C(F)(F)F (stereo unspecified) | 2% | 2% | -1% | 3% | -3% | 19% | 0.048 | -0.2 | 0.28 | 0.064 | 19% | 1.1%
NNC(=O)c1nc(-c2ccccc2)n2c1CCCCC2 | -6% | 1% | -6% | 1% | 0% | -2% | 0.0094 | -0.25 | -0.023 | 0.28 | 9% | -12%
O=C(NNC(=O)c1ccccc1-n1cccc1)c1ccc(Cl)c(Cl)c1 | -1% | ? | -2% | 5% | -6% | 9% | -0.53 | -0.21 | -0.84 | 0.25 | 7% | -3.9%
Cc1ccc(-c2cc(C(F)F)n3ncc(C(=O)Nc4ccc(S(=O)(=O)Nc5ccccc5C)cc4)c3n2)cc1 | 4% | 33% | -2% | -5% | -2% | -3% | 0.79 | -0.21 | 0.21 | -0.96 | -3% | -0.8%
Cc1ccc(S(=O)(=O)N2c3ccccc3NC(=O)CC2C)cc1 (stereo unspecified) | 13% | 1% | 8% | 4% | -4% | 1% | -0.42 | -0.17 | -0.48 | 0.77 | 1% | 2.2%
Cn1cccc1C(=O)NC(=O)COC(=O)c1cc(S(=O)(=O)N2CCCCC2)ccc1Cl | -8% | 18% | 0% | -1% | 4% | -5% | 0.29 | -0.34 | 0.068 | 0.76 | 9% | -3.8%
O=S(=O)(c1ccc(NC(=S)NCc2cccnc2)cc1)N1CCCCC1 | · | 1% | · | 1% | -11% | -2% | -0.56 | -0.23 | -0.24 | 0.19 | -1% | ·
O=C(NC(Nc1ncc(S(=O)(=O)c2ccc([N+](=O)[O-])cc2)s1)(C(F)(F)F)C(F)(F)F)c1ccc(Cl)cc1 | -4% | -3% | -4% | 0% | 0% | 6% | 1.4 | 0.44 | 1.3 | -1.7 | 9% | -6.2%
Cn1nnnc1SCc1cn2cccnc2n1 | 6% | 16% | 4% | 8% | 0% | 8% | -0.53 | -0.16 | 0.0073 | 0.33 | 17% | -1.4%
N#CCC(=O)NCCCOC(=O)Nc1ccc(Cl)c(Cl)c1 | -2% | 4% | -4% | -1% | -4% | 8% | 1.7 | -0.22 | 0.77 | -1.1 | 12% | -0.8%
CCNC(=O)c1ccccc1-c1nc(-c2ccccc2Cl)no1 | -4% | -2% | 0% | -2% | -1% | 7% | -1.1 | -0.31 | -0.47 | 0.89 | 5% | 1.4%
COc1ccc(-n2c(SCC(=O)O)nnc2-c2ccc(NC(=O)c3ccccc3)cc2)cc1 | · | 14% | · | 0% | 7% | -3% | 1.8 | -0.17 | 1.3 | -1.4 | 5% | ·
CCN1CCN(c2cc(C)c3cc(NC(=S)N4CCN(c5ccccc5F)CC4)ccc3n2)CC1 | 1% | -4% | 5% | -8% | -8% | 4% | 0.23 | -0.26 | 0.34 | -0.42 | -4% | -5.4%
CC1CCCN(C(=O)CSCC(=O)N=c2sc3ccccc3n2C)C1 (stereo unspecified) | -8% | 7% | -10% | -2% | 0% | 6% | -1.2 | -0.26 | -0.4 | 1.4 | 18% | -3.3%
Cc1c(Cl)cnc(NC(=O)COC(=O)Cc2coc3ccc4ccccc4c23)c1Cl | 10% | 17% | 11% | -4% | -1% | 0% | -0.48 | -0.23 | -0.12 | 0.44 | -5% | -7.0%
O=C(CSc1ccc(-c2nc3ccccc3[nH]2)cn1)Nc1ccc(S(=O)(=O)NC2CC2)cc1 | 5% | 11% | 1% | -7% | -7% | 1% | -0.065 | -0.22 | -0.028 | 0.4 | -5% | -8.3%
CCOc1ccc(NC(=O)CCS(=O)(=O)c2ccc3c(c2)CCCN3C(C)=O)cc1 | 13% | -12% | 11% | 3% | -12% | 1% | -0.76 | -0.23 | -0.39 | 0.0089 | 6% | -1.5%
COc1ccc(CNC(=O)C2COc3ccccc3O2)c(OC)c1 (stereo unspecified) | -2% | -6% | -5% | -3% | -10% | 0% | -0.2 | -0.13 | 0.00038 | -0.43 | 8% | -3.0%
Cn1c(SCc2nc3ccccc3[nH]2)nnc1-c1cccs1 | 3% | -10% | 4% | -4% | -6% | 4% | 0.087 | -0.17 | 0.087 | -0.29 | 2% | -5.5%
Cc1c(C(=O)O)cccc1-c1ccc(/C=N/Nc2ccc(Br)cc2)o1 | -60% | 10% | -122% | 8% | 14% | 11% | -0.1 | -0.055 | 0.005 | -0.31 | 34% | -4.9%
O=C(COc1ccccc1[N+](=O)[O-])NCc1cccnc1 | 2% | 5% | 8% | 4% | -5% | 1% | -0.59 | -0.27 | -0.13 | 0.94 | -1% | -4.8%
Cc1c(NS(=O)(=O)c2ccc3nc(COc4ccccc4Cl)[nH]c3c2)c(=O)n(-c2ccccc2)n1C | 6% | 4% | 16% | -3% | -2% | 5% | -0.97 | -0.3 | 0.27 | 0.17 | 2% | -5.7%
Nc1nnc(SCC(=O)OCC(=O)Nc2ccc(Br)cc2)s1 | 11% | 9% | 10% | -2% | -2% | 8% | 0.01 | -0.18 | 0.061 | -0.56 | 14% | -7.4%
SMILES | human PMI inhibition | AID2073 | human PMI inhibitors | SIAH1 antagonists | LYP phosphatase | P. falciparum M1AAP | Dynein cargo inh | Dynein cargo inh cytoplasmic EGFP | Dynein cargo inh nuclear GR-EGFP | Dynein cargo inh cell count | P. falciparum M17LAP | XIAP antagonists
Cc1ccc(-c2c(C#N)c(N)nc3c2CCCC3)o1 | -24% | 44% | -12% | -8% | -1% | 8% | -0.14 | 0.062 | 0.11 | -1.5 | -11% | -5.5%
O=C(Nc1ccc(CN2CCCCC2)cc1)c1cccc(Br)c1 | 10% | 0% | -2% | 5% | -8% | 6% | -0.46 | -0.22 | -0.49 | 0.44 | 19% | -1.5%
Cc1nn(-c2ccccc2)c2c1C(c1ccc(F)cc1)C(C#N)=C(N)O2 (stereo unspecified) | -8% | -8% | 4% | 1% | 0% | 9% | -0.21 | -0.15 | 0.43 | 0.11 | 1% | -0.5%
CCCCN(CC)C(=O)Cc1c(C(=O)O)[nH]c2ccc(Cl)cc12 | -10% | 13% | -5% | 0% | 1% | 6% | -0.71 | -0.12 | -0.38 | 0.18 | 9% | -6.6%
O=C1CCCN1CC(CN1CCOCC1)Sc1nnnn1-c1ccccc1 (stereo unspecified) | -10% | 4% | -5% | -3% | -7% | 10% | -0.85 | -0.075 | -0.49 | 1.4 | 0% | -5.7%
Cc1cccn2c(=O)c(/C=C(\C#N)C(N)=O)c(N3CCN(Cc4ccc5c(c4)OCO5)CC3)nc12 | 10% | 16% | -1% | 3% | -23% | 12% | -0.19 | -0.073 | -0.18 | 0.28 | 0% | -6.9%
Cc1c(NC(=O)CSCc2c(F)cccc2Cl)c(=O)n(-c2ccccc2)n1C | -3% | 1% | -1% | 7% | -5% | 9% | 0.23 | -0.35 | 0.8 | -0.11 | 1% | -1.9%
O=C(Cn1cc(S(=O)(=O)Cc2ccccc2)c2ccccc21)Nc1ccccc1 | 8% | 18% | 11% | 0% | 1% | 6% | 0.072 | 1 | 0.84 | 0.44 | 11% | -6.3%
COC(=O)CCN(C(=O)C1C2CC3CC(C2)CC1C3)c1ccccn1 (stereo unspecified) | -2% | -3% | -1% | 1% | -12% | 3% | 0.6 | -0.18 | 1.1 | -0.6 | -4% | 1.5%
O=[N+]([O-])CC(=Nc1ccc(F)cc1)N/N=C\c1oc(O)c2ccccc12 | · | 27% | · | 10% | -2% | -1% | -0.4 | -0.15 | 0.31 | -0.23 | -16% | ·
O=S(=O)(NCc1ccc2c(c1)OCO2)c1cccc(S(=O)(=O)N2CCOCC2)c1 | 8% | -2% | 52%* | 1% | -10% | -6% | -0.7 | -0.33 | -0.054 | 0.26 | -14% | -3.9%
O=C(N/N=C/c1cc(Cl)cc([N+](=O)[O-])c1O)c1cc(-c2ccccn2)nc2ccccc12 | · | 4% | · | 6% | 2% | ? | -0.62 | -0.23 | 0.41 | -0.13 | 17% | ·
Brc1cccc(OCCn2ccnc2)c1 | 16% | 1% | 5% | 3% | 1% | 9% | 0.29 | -0.38 | 0.0097 | -0.033 | 5% | 2.2%
CNC(=O)c1oc(-c2ccccc2)nc1C | -12% | 6% | -13% | 5% | -8% | 1% | -1.1 | -0.3 | -0.69 | 1.1 | 8% | -2.5%
CCS(=O)(=O)c1ccc(O)c(NC(=O)COc2ccc(Br)cc2)c1 | 6% | 5% | 12% | 7% | -8% | 1% | 2.5 | 0.05 | 2.3 | -2.1 | -3% | -3.3%
CCOC(=O)C1CCN(C(=O)Nc2cccc(OC)c2)CC1 | · | 2% | · | 17% | -8% | 1% | 0.9 | -0.26 | 1.6 | -1.2 | 8% | ·
COc1ccc(NC(=O)CC2C(=O)N(c3ccc(OC)cc3)C(=O)N2C(C)C)cc1 (stereo unspecified) | -8% | 3% | -10% | 6% | -3% | 2% | -1.4 | -0.19 | -0.47 | 2.1 | 21% | -2.1%
CN(Cc1ccno1)Cc1cn(Cc2ccccc2)nc1-c1ccc2c(c1)OCO2 | -4% | -4% | 3% | -2% | -4% | -14% | 1.2 | -0.13 | 0.91 | -1.7 | 9% | -10%
Cc1ccc(CN2CCN(/N=C\C=C\c3ccccc3)CC2)cc1 | 1% | -1% | -2% | 6% | 6% | 12% | -0.043 | -0.12 | 0.47 | -0.28 | -12% | -2.7%
